Bioassay records from PubChem BioAssay.
NALP3 yeast inh = NALP3 inhibition in yeast | Yeast reconstituted NLRP3/ASC/caspase-1, beta-gal luminescence, 24 h | inhibition, % at 10 µM | 330,000 compounds, 0.39% hits;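 active means inhibition of 50% or more; inactive means inhibition below 50%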;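 further: plate controls were induced DMSO wells for no effect and uninduced yeast grown without galactose for full effect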
mIAP activ = increases mouse intestinal alkaline phosphatase activity | muIAP, CDP-Star luminescence, 30 min; hits give high values; 1 = vehicle-only enzyme signal, 0 = enzyme-free wells | activation factor at 10 µM | 330,000 compounds, 0.24% hits | AID 2805;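 active means activation factor of at least 2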; further: the source names both 10 and 20 µM as test concentration; values of inactives mirror those of a sister screen read the other way
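System: mouse IAP enzyme. Reagent: CDP-Star chemiluminescent phosphatase substrate. Benchmarks: DMSO wells, no-enzyme wells. Times: 30 min enzyme-substrate-compound incubation at room temperature. Detection: luminescence from enzymatic CDP-Star hydrolysis. Doses: test compounds delivered from DMSO solution.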
MIN6 prolif = induces beta-cell replication in MIN6 cells | MIN6 cells proliferation, ATPlite luminescence, 48 h; cells starved in 0.2% serum; 100% = growth in 10% serum | proliferation, % at 10 µM | 330,000 compounds, 0.29% hits | AID 2380;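 active means compounds whose signal lies at least 3.5 SD above the mean of all wells on their plate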;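 further: 0% = DMSO-treated cells in low-serum medium and 100% = 10% serum control; some compounds called inactive have numbers as strong as hits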
APOBEC3A inh = blocks human APOBEC3A ssDNA deamination | 330,000 compounds, 0.41% hits | P31941 | recombinant A3A, FAM/TAMRA ssDNA deamination fluorescence | inhibition, % at 20 µM;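 active means at least 40% inhibition at 20 µM here, with at most 30% in a related deaminase screen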;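 further: plate controls were A3A with DMSO for no effect and wells lacking A3A enzyme for full effect; some results filed as inactive read as strong as hits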
Target sequence (P31941 whole entry, looked up): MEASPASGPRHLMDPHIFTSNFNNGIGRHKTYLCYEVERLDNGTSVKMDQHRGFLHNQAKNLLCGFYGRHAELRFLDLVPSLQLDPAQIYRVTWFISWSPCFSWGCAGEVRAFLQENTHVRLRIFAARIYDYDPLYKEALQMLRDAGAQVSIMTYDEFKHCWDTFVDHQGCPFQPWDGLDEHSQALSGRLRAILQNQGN
tim10-1 inh = growth inhibitors of tim10-1 mutant yeast; S. cerevisiae tim10-1 ts strain growth, BacTiter-Glo, 24 h; inhibition, % at 20 µM; 330,000 compounds, 2.2% hits; AID 463190;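 active means inhibition of at least 40%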;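 further: mutant grown at 25 °C; 0% = DMSO wells with yeast and 100% = wells holding no yeast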
TIM10 inh = growth inhibitors of TIM10 yeast strain | AID 463195 | S. cerevisiae TIM10 strain growth, BacTiter-Glo luminescence, 24 h | 330,000 compounds, 1.4% hits | inhibition, % at 10 µM;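 active means inhibition of 40% or more at the single tested concentration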;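 further: wild-type TIM10 isogenic control strain grown at permissive 25 °C; 0% = DMSO yeast wells and 100% = minimal medium wells without yeast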
mIAP inh = blocks mouse intestinal alkaline phosphatase; purified mouse IAP, CDP-Star luminescence, 30 min; inhibition, % at 10 µM; 330,000 compounds, 0.2% hits;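 active means inhibition of at least 40% at 10 µM in the primary screen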;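 further: plate controls were DMSO with enzyme for no effect and no enzyme wells for full effect; values of inactives mirror those of a sister screen read the other way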
A3G deaminase = APOBEC3G (human) deaminase inhibition; Q9HC16; recombinant A3G, ssDNA deamination FAM/TAMRA fluorescence; inhibition, % at 20 µM; 330,000 compounds, 0.28% hits;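 active means inhibition of at least 40% at 20 µM, with no more than 30% in the related APOBEC3A deaminase screen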;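 further: plate controls were DMSO wells with A3G for no effect and wells lacking A3G enzyme for full effect; some compounds called inactive have numbers as strong as hits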
hIAP inh = blocks human intestinal alkaline phosphatase. P09923. purified IAP, CDP-Star luminescence, 30 min. inhibition, % at 10 µM. 330,000 compounds, 0.12% hits. AID 2544;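 active means inhibition reaching a set limit with compound at 10 µM in the primary screen, cut at about 35% in these data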;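 further: plate controls were DMSO wells with enzyme for no effect and no-enzyme buffer wells for full effect; values of inactives mirror those of a sister screen read the other way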
Target sequence (P09923 whole entry, looked up): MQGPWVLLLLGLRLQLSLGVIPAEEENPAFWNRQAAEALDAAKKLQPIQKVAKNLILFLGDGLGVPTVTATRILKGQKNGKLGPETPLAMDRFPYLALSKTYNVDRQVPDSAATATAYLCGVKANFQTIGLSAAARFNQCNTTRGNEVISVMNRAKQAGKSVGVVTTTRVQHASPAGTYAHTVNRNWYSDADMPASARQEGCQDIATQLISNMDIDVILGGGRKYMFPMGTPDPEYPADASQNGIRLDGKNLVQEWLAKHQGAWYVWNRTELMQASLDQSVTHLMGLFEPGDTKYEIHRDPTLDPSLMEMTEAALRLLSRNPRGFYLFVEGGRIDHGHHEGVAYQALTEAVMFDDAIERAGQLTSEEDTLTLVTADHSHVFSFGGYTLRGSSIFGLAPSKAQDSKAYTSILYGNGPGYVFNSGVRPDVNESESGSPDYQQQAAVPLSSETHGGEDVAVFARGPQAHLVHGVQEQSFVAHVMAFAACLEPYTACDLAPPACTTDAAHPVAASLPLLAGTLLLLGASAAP
Numbers without * were called inactive.

SMILES	NALP3 yeast inh	mIAP activ	MIN6 prolif	APOBEC3A inh	tim10-1 inh	TIM10 inh	mIAP inh	A3G deaminase	hIAP inh
O=C(Nc1ccccc1)O/N=C/c1ccncc1	-4	1	-3	0	0	-25	-2	-4	-15
CCOc1ccccc1OCC(=O)Nc1ccc(S(=O)(=O)N(C)C)cc1	6	0.97	2	-2	37	7	3	-1	-16
CN(C(=O)CSc1nnnn1-c1ccc(O)cc1)C1CCCCC1	3	0.96	-1	0	8	1	4	-1	11
CCc1cccc2c(C(=O)C(NCCOC)c3ccccc3)c[nH]c12 (stereo not drawn)	16	0.9	-2	1	9	-7	10	-5	11
FC(F)(F)c1ccccc1C1=CC(c2ccccc2)n2ncnc2N1 (stereo not drawn)	24	1.1	3	-6	19	2	-12	-12	-5
CCOC(=O)Nc1ccc2c(c1)N(C(=O)N(CC)CC)c1ccccc1CC2	1	1.2	-3	-5	38	15	-17	-7	11
CCOC(=O)C1=C(COC(=O)/C=C/c2ccccc2)NC(=O)NC1C (stereo not drawn)	10	1	12*	-2	-11	-1	-3	-8	-5
O=c1c(C=NCCCn2ccnc2)c(-c2ccccc2)[nH]n1-c1nc2ccccc2s1	0	1.1	-2	-3	-6	-13	-13	-9	-29
NNC(=O)C(Cc1ccccc1)NC(=O)OCc1ccccc1 (stereo not drawn)	19	1	-3	-1	18	4	-2	-7	-1
Cc1ccc2oc(=O)cc(/C=C/c3ccccc3)c2c1	15	0.96	-4	1	10	-6	4	7	7
Cn1cccc1/C=N/NC(=O)c1ccc(OC(F)(F)C(F)F)cc1	12	0.98	-1	-1	-3	5	2	7	2
C[C@H]1CN([C@@H](C)CO)C(=O)Cc2cc(NC(=O)CCC(F)(F)F)ccc2O[C@H]1CN(C)S(C)(=O)=O	-3	0.98	-1	3	-3	-3	2	12	2
COC(=O)c1cc(OC)c(OC)cc1NC(=O)c1ccc(OC)cc1	20	1.1	-3	5	10	-2	-9	-1	-10
COCCOC(=O)c1c(NC(=O)CN2c3ccccc3CC2C)sc(C(N)=O)c1C (stereo not drawn)	11	0.95	-2	-2	-1	14	5	-11	3
Cc1ccc(Oc2ccc(C(F)(F)F)cc2[N+](=O)[O-])c([N+](=O)[O-])n1	10	0.95	-1	-1	22	12	5	-2	-51
CCCN(CCC)C(=O)c1cc2c(=O)n3cccc(C)c3nc2s1	-68	1.1	2	-1	16	23	-7	-4	5
COc1ccc(/C=C/c2ccc3ccccc3[n+]2C)cc1OC	19	0.97	-5	66*	14	8	3	23	16
COCCN(C(=O)Nc1ccc(OC)cc1)c1nc2ccccc2s1	18	0.94	-3	-7	-3	-6	6	-2	-19
COc1ccc(/C(C)=N/NC(=O)CNC(=O)c2ccco2)c(OC)c1	5	0.95	2	-5	19	1	5	-5	-6
CCNc1nc(NCC)nc(N(C)n2cnnc2)n1	7	1.1	-1	0	13	4	-10	-1	14
CCN(CC)C(=O)COc1ccc(/C=N/NC(=O)c2cc(-c3ccccc3OC)nc3ccccc23)cc1OC	19	0.88	-1	3	-7	-6	12	-2	1
CCOC(=O)c1ccccc1NC(=O)Cc1sc(-c2cccnc2)nc1-c1ccc(C)cc1	6	0.98	0	-1	31	-2	2	-3	13
CN1C(=O)C(C)(C)c2cc(S(=O)(=O)N3CCCCCC3)ccc21	7	1.1	2	4	2	-2	-7	-1	15
O=C(Cn1cnc2cc([N+](=O)[O-])ccc2c1=O)N1CCN(S(=O)(=O)c2ccccc2)CC1	17	0.99	-3	11	-3	-6	1	-6	-19
Cc1nn(C)c(C)c1/C=N/NC(=O)C(C)(C)Oc1ccc(Cl)cc1	16	0.94	0	2	9	-8	6	-5	-11
(list continues)
SMILES	NALP3 yeast inh	mIAP activ	MIN6 prolif	APOBEC3A inh	tim10-1 inh	TIM10 inh	mIAP inh	A3G deaminase	hIAP inh
Cc1cc(C)c(S(=O)(=O)NCC(=O)O)cc1C	-6	0.94	-4	0	3	5	6	-6	-16
Clc1ccc(-c2nc(-c3ccccn3)no2)cc1Cl	18	0.97	-3	-3	0	15	3	-5	-110
Cn1c2ccccc2c(=O)c2c(=O)n(-c3ccccc3)c(-c3ccc(C(C)(C)C)cc3)nc21	15	0.85	-4	-5	48*	82*	15	-14	32
CC(=O)NC(Cc1ccccc1)C(=O)NC1CCN(C(=O)c2cnccn2)CC1 (stereo not drawn)	-9	0.82	-1	1	2	-5	18	-5	-23
CCOC(=O)c1[nH]c2ccc(OC)cc2c1NC(=O)c1ccccc1C(=O)O	14	0.93	-1	-3	4	14	7	-7	1
CC(C)(CO)NCc1cc(Br)ccc1OCc1ccccc1	15	1	-2	-3	-2	7	-1	-11	-9
CC(=O)NC1=NN(C(C)=O)C(C)(c2ccc(C)cc2)S1 (stereo not drawn)	8	1.1	1	0	-8	-5	-14	-8	0
Fc1cccc(Nc2cc(-n3cccn3)ncn2)c1	23	1	-1	1	30	29	0	-2	-5
O=C(Cn1cnc2sc(-c3ccccc3)cc2c1=O)N1CCOCC1	16	1	3	-8	3	-2	-2	-4	24
CC(C(=O)OCC(=O)c1cccc([N+](=O)[O-])c1)N1C(=O)C2C3CCC(C3)C2C1=O (stereo not drawn)	4	0.92	-1	-5	20	-3	8	-10	12
Cc1ccc(NC(=S)N(CCCN(C)C)Cc2cc3cc4c(cc3[nH]c2=O)OCO4)cc1	15	0.93	-4	2	10	7	8	-6	-4
O=C(NCCCN1CCCC1=O)c1cc2ccccc2o1	5	1.1	8	-4	7	1	-6	-8	-1
COc1ccc(C(=O)N2CCN(S(=O)(=O)c3ccc(Br)cc3)CC2)cc1	12	1	6	-4	15	9	-4	-8	-14
Cc1ccc(S(=O)(=O)N2CCCN(C)CC2)cc1	-5	1	1	-5	-9	6	-2	-11	18
CCN(C(=O)c1ccc2c(c1)OCO2)C12CC3CC(CC(C3)C1)C2	36	0.93	-1	-4	5	28	7	-5	6
COc1ccc(/C=C(\NC(=O)c2ccccc2)C(=O)NCc2ccco2)cc1OC	8	0.89	4	-5	-14	5	11	-11	15
COc1cc(C(=O)NCC(c2cccs2)N2CCOCC2)cc(Br)c1OCc1ccccc1 (stereo not drawn)	12	1.2	-6	-3	-40	-20	-18	-7	13
Cc1csc(NC(=O)CCC(=O)N(CC(=O)NC2CCCC2)c2ccccc2)n1	9	1	0	-1	-4	9	-3	-8	18
CCOC(=O)CSc1n[nH]c(NC(=O)c2ccc(F)cc2)n1	18	0.94	3	1	22	17	6	-3	8
CN(C)CCCNC(=S)NCc1ccc(Cl)cc1	-2	1	-3	-2	-1	2	-1	-7	-15
Cc1cccc(S(=O)(=O)Nc2nc3ccccc3nc2Nc2ccc3c(c2)OCO3)c1	-5	0.9	-3	-5	11	12	10	-4	-17
CC(C)(C)NC(=O)COC(=O)c1cc(Br)ccc1Cl	10	0.96	1	-2	14	-5	4	-4	1
Cc1ccc(C(=O)N/N=C\c2ccc[nH]2)cc1[N+](=O)[O-]	0	0.93	-1	-3	-4	-3	8	-4	-2
N#Cc1ccc(NCC(=O)Nc2ccc3c(c2)OCCO3)cc1	27	1.1	1	3	-24	-5	-5	20	-3
Cc1cccc(NC(=S)NCc2cccs2)c1	5	1.1	0	-5	25	33	-7	-8	10
Other entries follow.
SMILES	NALP3 yeast inh	mIAP activ	MIN6 prolif	APOBEC3A inh	tim10-1 inh	TIM10 inh	mIAP inh	A3G deaminase	hIAP inh
Cc1ccc(S(=O)(=O)NC[C@H]2O[C@@H](n3cnc4c(N)ncnc43)[C@H](O)[C@@H]2O)s1	9	0.89	2	-6	4	-2	12	-7	-1
O=C(COC(=O)c1ccc(Cl)c(S(=O)(=O)NCc2ccccc2)c1)NCC1CCCO1 (stereo not drawn)	12	1	2	-9	-3	5	-1	-18	14
COc1ccc(C2/C(=C(/O)c3ccc(C)cc3)C(=O)C(=O)N2c2ccccn2)cc1 (stereo not drawn)	-2	1	-1	-3	8	-26	-1	-7	0
Cc1ccc(NCc2nnc(SCc3ccc(C#N)cc3)n2Cc2ccco2)c(C)c1	-2	0.99	-4	1	22	27	1	-2	-12
Cc1cc(Oc2ccc(C#N)cc2)nc(N2CCOCC2)n1	21	0.93	0	0	11	0	7	-4	-17
Cc1cccc(N2C(=O)N3[C@H](c4ccc(F)cc4)[C@@H]4C(=O)N(C5CCCCC5)C(=O)[C@@H]4[C@]3(Cc3ccccc3)C2=O)c1	12	1.1	-8	0	21	16	-14	0	1
CNC(=O)c1sc2nc(-c3ccc(OC)cc3)cn2c1C	24	1	0	1	0	-9	0	2	-10
O=C(c1n[nH]c2ccccc12)N1CCN(S(=O)(=O)c2ccc(Cl)cc2)CC1	6	0.94	0	-2	19	23	6	-7	10
Cc1cc(C)nc(N(C#N)Cc2ccccc2)n1	-5	0.88	-1	0	9	-23	12	2	-32
COCCNC(=O)C(c1ccc(C)o1)N(C(=O)c1snc(C(N)=O)c1N)c1ccc(C)cc1 (stereo not drawn)	13	1	-4	-4	17	13	-1	7	-45
COC(=O)C1(C)NC(c2cccc(C)c2)C2C(=O)N(c3ccc(F)cc3)C(=O)C21 (stereo not drawn)	8	1	-2	-8	1	-3	0	-5	-5
CN(Cc1ccc(Cl)cc1)C(=O)COC(=O)CSc1ccc([N+](=O)[O-])cc1	15	0.99	-2	0	33	3	1	-4	-9
CSCCC(NC(=O)c1occc1C)C(=O)O (stereo not drawn)	-14	1.1	-1	-4	9	0	-5	-4	4
CC(=O)c1sc(NC(=O)C2(F)C(F)(F)C(F)(F)C(F)(F)C(F)(F)C2(F)F)nc1C	10	0.97	-4	5	25	1	3	5	4
CCC(=O)N(c1nnc(SCC(=O)Nc2ccccc2Cl)s1)C1CC1	26	1.1	-1	-6	9	10	-10	-6	10
CN1CC(=O)N(CC(=O)Nc2ccc(Br)cc2F)C1=O	-5	1	1	1	0	2	-3	0	-2
Cc1cc(NS(=O)(=O)c2ccc(Nc3nc(-c4sc(NC(=O)c5ccccc5)nc4C)cs3)cc2)no1	29	0.94	-6	-2	0	12	6	2	-14
CCC(=O)Nc1ccc2c(c1)Cc1cc(NC(=O)CC)ccc1-2	8	0.98	0	-4	4	11	2	-8	14
CC(=O)c1ccc(NC(=O)Cn2nc(C)c([N+](=O)[O-])c2C)cc1	8	1	0	0	-8	-11	-5	-7	-2
c1ccc(CNc2nc(N3CCOCC3)nc(N3CCOCC3)n2)cc1	23	1	0	4	4	-1	-1	4	1
Cc1ccc2[nH]c(=O)c3cc(C(=O)N4CCN(C(=O)c5ccco5)CC4)sc3c2c1	-3	0.85	-2	-2	18	-3	15	-1	16
CCCCCCC1CC(=O)NC(=S)N1 (stereo not drawn)	-1	1	-3	-2	-4	-8	-4	-5	-10
Cc1cc(NCCCn2ccnc2)n2c(nc3ccccc32)c1C#N	9	0.94	-4	3	8	-5	6	1	3
O=[N+]([O-])c1ccc(N=Nc2ncc[nH]2)cc1	45	0.71	-6	-2	45*	44*	29	-9	-3
COc1ccc(OC)c(NC(=O)CC2SC(=NCc3ccccc3)NC2=O)c1 (stereo not drawn)	6	1.1	2	-2	3	-33	-6	-5	-16
CCC(=O)N1N=C(c2ccc(C)cc2)CC1c1ccco1 (stereo not drawn)	23	1.1	-3	-7	13	-6	-8	-6	19
